# High-throughput results (PubChem)
# MBNL1 CUG block – blocks human MBNL1 binding to CUG repeat RNA; Q9NR56; TR-FRET MBNL1-His/biotin-(CUG)12 binding, 665/545 ratio; Potency, µM (series often up to 57.5 µM), without a hit: at the highest dose activity change, negative = inhibition, most hits filed as inhibitors; actives 0.036% (n = 280,000); active = well fitted inhibition curve with a large enough effect in the signal ratio, with a control signal flat, not every such curve was filed as active; inconclusive = small, poorly fitted or top-dose-only effect, or effect the other way, or a change in a side signal; inactive = no such curve, though single readings can be large or run the other way; the % refers to the signal ratio; also: % is scaled to controls: 0 for no effect and ±100 for the full control effect
# Target sequence (Q9NR56 whole entry, looked up): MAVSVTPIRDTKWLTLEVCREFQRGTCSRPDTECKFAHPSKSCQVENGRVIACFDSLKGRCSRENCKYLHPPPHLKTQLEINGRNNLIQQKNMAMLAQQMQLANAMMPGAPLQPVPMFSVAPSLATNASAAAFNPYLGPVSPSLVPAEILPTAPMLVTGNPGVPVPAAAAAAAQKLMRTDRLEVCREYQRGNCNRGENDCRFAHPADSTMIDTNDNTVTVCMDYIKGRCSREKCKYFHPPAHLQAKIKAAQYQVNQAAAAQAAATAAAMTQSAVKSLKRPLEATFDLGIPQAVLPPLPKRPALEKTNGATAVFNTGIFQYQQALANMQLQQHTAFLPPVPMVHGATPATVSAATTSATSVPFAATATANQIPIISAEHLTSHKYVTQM
#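 Compound titration spanned 92 nM–58 uM against the MBNL1-His/biotin-(CUG)12 complex. After 60 min at room temperature with 5 nM streptavidin-XL665 and 0.055 ng/ul terbium anti-His, ratiometric 665/545 nm emission (Ex 340 nm) normalized to controls.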
# ELG1 genotox – genotoxicity induction in ELG1-luciferase HEK293T cells | HEK293T ELG1-luciferase reporter, luminescence, 16 h | Potency, µM (doses to about 46 µM), inactives show at the highest dose activity change, positive = activation, most hits filed as activators | actives 1.3% (n = 330,000) | AID 504466; also: % of control where 0% means no effect; nearly all actives have a fitted effect of over 60% in size
#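 Quantitative HTS format in 1536-well plates. HEK293T ELG1-luciferase reporter cells receive test compound and are incubated 16 hr at 37 °C, 5% CO2; ONE-Glo added, 30 min room temperature, then luminescence read.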
# p53 reactivator – re-activators of mutant p53; H1299 p53-A138V BP100-luciferase reporter, luminescence, 24 h; Potency, µM (top dose mostly 92.2 µM), for the others: top-dose activity change, positive = activation, most hits filed as activators; actives 0.063% (n = 320,000); AID 504706; also: % of control where 0% means no effect; nearly all actives have a fitted effect of over 45% in size
#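 p53-null H1299 cells stably carrying temperature-sensitive p53-A138V and a BP100-luciferase reporter were pinned with compounds (4-point, 1:5 series) and held 24 hrs at 37 deg C. Luminescence was read 10 min after detection reagent.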
# VP16 counter – counter-screen for ROR gamma inhibitors: Gal4-VP16 reporter | Drosophila S2 Gal4-VP16 UAS-luciferase, luminescence, 20 h | Potency, µM (top dose mostly 53.6 µM), inactives show at the highest dose activity, negative = inhibition, usual class: inhibitors | actives 3.5% (n = 310,000);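 also: Gal4-VP16 expression switched on by copper sulfate through the metallothionein promoter; % is scaled to controls: 0 for no effect and ±100 for the full control effect; nearly all actives have a fitted effect of over 50% in size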
# NPC1 prom act – activates the NPC1 promoter; Huh7 NPC1 promoter luciferase reporter, 24 h; Potency, µM (series often up to 9.22 µM), without a hit: at the top dose activation, hits mostly activators; AID 485313; actives 2.4% (n = 320,000);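 also: % of control where 0% means no effect; nearly all actives have a fitted effect of over 60% in size; reporter is driven by a mutant NPC1 promoter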
#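 Stable NPC1-promoter luciferase Huh7 line; cpd (DMSO) 24 h, 37 °C, 5% CO2; Amplite luciferase reagent 10 min RT; luminescence readout. qHTS format.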
# RORg inh – inhibitors of mouse ROR gamma transcriptional activity | P51450 | Drosophila S2 Gal4-RORgamma UAS-luciferase reporter, 20 h | Potency, µM (doses to about 53.6 µM), without a hit: at the highest dose activity change, negative = inhibition, actives largely listed as inhibitors | actives 5.4% (n = 310,000) | AID 2551; also: % is scaled to controls: 0 for no effect and ±100 for the full control effect; nearly all actives have a fitted effect of over 60% in size
#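 Drosophila S2 cells stably expressing Gal4-DBD/mouse RORγ fusion under metallothionein promoter plus UAS-luciferase; compound 1 h, then 700 uM CuSO4 induction for 20 h at ambient temperature; inhibition read as reduced luminescence.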
# BRCA1 expr act – increases BRCA1 expression; MCF7-BRCA1-FFLuc reporter, luminescence, 48 h; response scale: scaled: vehicle 0%, 10 µM genistein 100%; Potency, µM (top dose mostly 46.1 µM), for inactives: at the highest dose activation, usual class: activators; actives 1.1% (n = 380,000); also: nearly all actives have a fitted effect of over 80% in size; some results filed as inactive show a strong effect at the top dose
#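 Luminescence from a BRCA1-driven firefly luciferase in MCF7 cells was the read-out, taken 15 min after substrate addition following 48 h compound exposure at 37 °C. Data were normalized to a 10 microM genistein control and DMSO vehicle.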
# Rab9 prom act – activators of Rab9 promoter; Huh7 Rab9 promoter-luciferase reporter, luminescence, 24 h; Potency, µM (highest dose often 9.22 µM), inactives show at the top dose activation, negative = inhibition, actives largely listed as activators; actives 2.8% (n = 320,000); also: % of control where 0% means no effect; nearly all actives have a fitted effect of over 60% in size
#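 Steps: seed 1500 Huh7 Rab9-luc cells per well, rest 2 h at 37 °C; add compound in DMSO; incubate 24 h; add luciferase reagent, 10 min ambient; read luminescence.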
# uPA generation – inhibitors of cell surface uPA generation. cell surface uPA generation assay, qHTS. Potency, µM (doses to about 38.3 µM), for the others: at the highest dose activity change, negative = inhibition, hits mostly inhibitors. actives 0.31% (n = 330,000); active = well fitted inhibition curve with a large enough effect; inconclusive = small, poorly fitted or top-dose-only effect; inactive = no such curve, though single readings can be large or run the other way; tested in mouse RAW 264.7 cells; also: % is scaled to controls: 0 for no effect and ±100 for the full control effect; nearly all actives have a fitted effect of over 55% in size
# FLuc counter – counter-screen for miR-21 project: firefly luciferase inhibitors or activators | actives 6.9% (n = 360,000) | AID 588342 | purified FLuc, Km substrates, luminescence inhibition | Potency, µM (top dose mostly 57.5 µM), without a hit: at the top dose activity change, negative = inhibition, usual class: inhibitors | P08659;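 also: plate controls were vehicle for no effect and reference inhibitor for full effect; nearly all actives have a fitted effect of over 55% in size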
#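 Purified P. pyralis luciferase (10nM final) with 10uM D-luciferin and 10uM ATP (Km levels) in 50mM Tris acetate pH 7.5, 10mM Mg acetate, 0.01% Tween-20, 0.05% BSA; qHTS 6-point titration, ~60 µM downward; luminescence read.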
# An asterisk follows results filed as active; ? = inconclusive; nt = not tested or not shown; [ ] = dose if it differs, or a comment. Unless noted, calls follow the shape of the dose curve; as a rule, active = well fitted curve in the direction sought with a large enough effect; inconclusive = small, poorly fitted or top-dose-only effect, or another doubt; inactive = no such curve, though single readings can be large; an effect the other way counts as inactive or inconclusive. Potency is read from the fitted curve at half-maximal effect.
item	mol	VP16 counter	uPA generation	FLuc counter	NPC1 prom act	RORg inh	p53 reactivator	BRCA1 expr act	Rab9 prom act	MBNL1 CUG block	ELG1 genotox
1	COC(=O)c1ccccc1NC(=O)C(C)c1ccc([N+](=O)[O-])cc1 (stereo not given)	-2%	-23%	-3%	0%	12%	-3%	-20%	-7%	21%	-8%
2	COC(=O)c1ccccc1NC(=O)CNc1cc(Cl)ccc1N1CCOCC1	-25%	7%	0%	9%	-14%	0%	-59%	5%	2%	1%
3	COc1ccc(C(=O)c2ccc(N3CCOCC3)c([N+](=O)[O-])c2)cc1	-7%	-1%	-1%	-1%	2%	0%	0%	-1%	14%	0%
4	CC(=O)c1cc(-c2ccccc2)n(CC(=O)N2CCC(C)CC2)c1C	-6%	-3%	6%	-5%	-7%	-13%	-17%	-4%	1%	1%
5	COC(=O)C[N+](C)(C)C/C=C\c1ccccc1	1%	nt	3%	-2%	0%	17%	-1%	2%	4%	-4%
6	C=CCN(C(=O)CNC(=O)c1ccco1)C(C(=O)NC1CCCCC1)c1ccccc1F (stereo not given)	nt	3%	-2%	4%	6%[0.365 µM]	8%	-13%	0%	-1%	5%
7	CC(C)C[C@@H](CSc1ccc(Br)cc1)N1CCN(C)CCC1=O	-9%	-18%	19µM*	3.5µM*	-7%	14%	10µM*	?	-7%	?
8	CCC(C)(C)NC(=O)/C=C/c1cnc2ccccc2n1	-1%	?	11µM*	29%	2%	?	?	?	nt	?
9	Nc1cc(=O)[nH]c(=S)n1-c1cccc(C(F)(F)F)c1	5%	nt	-1%	-1%	-40%	0%	4%	-2%	-5%	-1%
10	N#CC(C(=O)O)=C1CCCC1	-2%	-6%	3%	0%	-18%	1%	1%	-1%	0%	2%
11	CCN(C(=O)COC(=O)CNC(=O)c1ccc2ccccc2c1)C1CCS(=O)(=O)C1 (stereo not given)	-2%	-1%	?	-3%	26%	1%	-3%	-1%	14%	-6%
12	NC(=O)Cn1cnc2c(nnn2-c2cccc(Cl)c2)c1=O	-6%	-4%	0%	0%	-11%	0%	15%	1%	-2%	0%
13	COc1cc(OC)cc(C(=O)N[C@H](C(=O)NNC(=O)c2ccc(Br)cc2)C(C)C)c1	nt	-3%	nt	nt	nt	-12%	-56%	nt	nt	-4%
14	COc1ccc(CCC(=O)Nc2cc([N+](=O)[O-])ccc2OC)cc1	7%	-5%	-1%	-1%	24%	-6%	-39%	-5%	?	2%
15	COc1ccc(/C=C(/NC(=O)c2ccccc2Cl)C(=O)O)cc1	-2%	2%	-10%	-5%	1%	9%	-3%	0%	-6%	-2%
16	Cc1ccc(C2(C)NC(=O)N(CC(=O)Nc3c(C)n(C)n(-c4ccccc4)c3=O)C2=O)cc1 (stereo not given)	-9%	8%	14%	-2%	3%	-2%	-13%	-6%	-20%	3%
17	COc1cc(/C=N/N2C(=O)c3ccccc3C2=O)ccc1O	4%	0%	12µM*	-1%	31%	22%	-1%	-2%	?	0%
18	Cc1cc(C(=O)O)ccc1NCc1ccncc1	4%	1%	1%	-4%	18%	7%	-20%	2%	10%	1%
19	O=c1c2[nH]c3ccc(Br)cc3c2ncn1CCCn1ccnc1	-3%	-2%	4%	1%	19%	-6%	-24%	1%	40%[activator]	-2%
20	S=c1[nH]nc(-c2ccc(Cl)cc2)n1CCCN1CCOCC1	-3%	11%	3%	-3%	10µM*	1%	-7%	-2%	2%	0%
21	Cc1ccc(OCc2cc(C(=O)NCC(C)(C)N3CCOCC3)no2)cc1C	-2%	-9%	-1%	-5%	-30%	-1%	?	-1%	-2%	-12%
22	Cc1c(NC(=O)COC(=O)c2ccc(O)cc2)c(=O)n(-c2ccccc2)n1C	nt	?	0%	0%	nt	1%	11%	0%	nt	1%
23	CCOC(=O)C(=CNc1cc(C)ccn1)C(=O)OCC	-2%	2%	-5%	1%	-2%	15%	29%	-4%	-3%	3%
24	CN(C)c1ccc(C2/C(=C(/O)c3ccccc3)C(=O)C(=O)N2CCCC(=O)O)cc1 (stereo not given)	-3%	0%	3%	2%	7%	-5%	0%	-1%	7%	-1%

# Some of these compounds in order of length of the SMILES, largest number first.
item	mol	VP16 counter	uPA generation	FLuc counter	NPC1 prom act	RORg inh	p53 reactivator	BRCA1 expr act	Rab9 prom act	MBNL1 CUG block	ELG1 genotox
22	Cc1c(NC(=O)COC(=O)c2ccc(O)cc2)c(=O)n(-c2ccccc2)n1C	nt	?	0%	0%	nt	1%	11%	0%	nt	1%
3	COc1ccc(C(=O)c2ccc(N3CCOCC3)c([N+](=O)[O-])c2)cc1	-7%	-1%	-1%	-1%	2%	0%	0%	-1%	14%	0%
9	Nc1cc(=O)[nH]c(=S)n1-c1cccc(C(F)(F)F)c1	5%	nt	-1%	-1%	-40%	0%	4%	-2%	-5%	-1%
19	O=c1c2[nH]c3ccc(Br)cc3c2ncn1CCCn1ccnc1	-3%	-2%	4%	1%	19%	-6%	-24%	1%	40%[activator]	-2%
23	CCOC(=O)C(=CNc1cc(C)ccn1)C(=O)OCC	-2%	2%	-5%	1%	-2%	15%	29%	-4%	-3%	3%
5	COC(=O)C[N+](C)(C)C/C=C\c1ccccc1	1%	nt	3%	-2%	0%	17%	-1%	2%	4%	-4%

# Compounds were not picked by outcome, and some 13% of all compounds hit somewhere here.
